Screening data: PubChem, National Center for Advancing Translational Sciences (NCATS)
RXFP1 antagonist – qHTS Assay for Antagonists of the Relaxin Receptor RXFP1 | Relaxin receptor 1 (Homo sapiens), Q9HBX9 | HEK293-RXFP1, relaxin-stimulated cAMP HTRF, 30 min; stronger effect = lower value | activity change, negative = inhibition, % at 57.5 µM | 350,000 compounds, 0.59% hits | AID 1259400, 2018;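 active = activity change of -60% or lower, but not beyond a set lower limit; inconclusive = change between -60% and -40%, or beyond the set limit; inactive = change above -40%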
Target sequence (Q9HBX9 whole entry, looked up): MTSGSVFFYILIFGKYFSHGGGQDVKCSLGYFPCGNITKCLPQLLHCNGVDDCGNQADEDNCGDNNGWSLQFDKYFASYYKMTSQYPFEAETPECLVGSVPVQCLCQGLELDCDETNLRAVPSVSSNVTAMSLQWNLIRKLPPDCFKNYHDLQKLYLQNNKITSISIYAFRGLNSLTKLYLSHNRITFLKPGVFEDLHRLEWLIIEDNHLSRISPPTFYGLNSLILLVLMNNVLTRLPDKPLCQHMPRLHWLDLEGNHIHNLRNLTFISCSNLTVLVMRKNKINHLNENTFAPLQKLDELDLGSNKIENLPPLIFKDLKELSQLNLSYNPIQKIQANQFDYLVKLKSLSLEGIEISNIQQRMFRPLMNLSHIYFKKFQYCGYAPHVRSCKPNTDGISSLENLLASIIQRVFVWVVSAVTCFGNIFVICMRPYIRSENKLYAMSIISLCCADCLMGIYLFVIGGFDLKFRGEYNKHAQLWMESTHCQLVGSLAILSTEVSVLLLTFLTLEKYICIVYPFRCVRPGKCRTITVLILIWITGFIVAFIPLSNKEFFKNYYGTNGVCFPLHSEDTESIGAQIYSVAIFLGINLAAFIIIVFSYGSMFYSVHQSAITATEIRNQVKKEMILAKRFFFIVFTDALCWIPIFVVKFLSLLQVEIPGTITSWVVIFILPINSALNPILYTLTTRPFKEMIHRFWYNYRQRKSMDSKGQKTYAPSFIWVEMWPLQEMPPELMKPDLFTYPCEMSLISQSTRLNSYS
* = called active by the depositor; ? = inconclusive. % is scaled to controls: 0 for no effect and ±100 for the full control effect. The list is partial, so the mix of outcomes need not match the whole.

structure,RXFP1 antagonist
Cc1noc(C)c1NC(=O)N(C)C[C@H]1OCc2cnnn2CCCC(=O)N([C@H](C)CO)C[C@@H]1C,-13
CCCS(=O)(=O)Nc1ccc(Nc2c3ccccc3nc3ccccc23)c(OC)c1,-23
CCCCCOc1cccc(C2C(C(=O)c3cccs3)=C(O)C(=O)N2CCN2CCOCC2)c1 (configuration not stated),-8
O=C(NCCN1CCOCC1)c1cccc(Br)c1,3
C[C@H]1CCCCO[C@H](CN(C)Cc2ccc(C(=O)O)cc2)[C@@H](C)CN([C@@H](C)CO)C(=O)c2cc(NS(=O)(=O)c3cn(C)cn3)ccc2O1,11
Cc1nnc(SCCn2c(N3CCC(C)CC3)nc3c2c(=O)n(C)c(=O)n3C)s1,-6
Cc1cccc(C)c1NC(=O)CN(C)CC(=O)N1CC(=O)Nc2ccccc21,-9
COc1ccccc1NS(=O)(=O)c1ccc2[nH]c(=S)oc2c1,-24
O=[N+]([O-])c1ccc(NN=Cc2cccc(O)c2)nc1,-7
Cn1ncc2c1NC(c1ccc(F)cc1)SCC2=O (configuration not stated),-6
Cc1ccc(Nc2n[nH]c(=S)s2)c(C)c1,4
O=C1CC(SCCc2nc3ccccc3[nH]2)C(=O)N1c1ccc(F)c(Cl)c1 (configuration not stated),-15
O=C(COC(=O)c1cccs1)Nc1ccc(Cl)cn1,-15
c1ccc(-c2ccc3ccccc3n2)cc1,11
CC(=O)C(Cc1ccccc1)NC(=O)COc1ccc2c(c1)OCO2 (configuration not stated),5
COc1ccc(/C=C2/SC(=S)N(CCC(=O)Nc3cccnc3)C2=O)cc1OC,6
Cc1ccc(S(=O)(=O)N2CCC(C(=O)OCC(=O)N3C(C)CCCC3C)CC2)cc1C (configuration not stated),-2
Cc1cc(C)n2nc(SCC(=O)NC(=O)c3ccc(OC(F)F)cc3)nc2n1,-5
Cc1cc(NS(=O)(=O)c2ccc(NC(=O)c3ccc([N+](=O)[O-])cc3)cc2)nc(C)n1,-5
O=C(NNC(=O)c1cccc2ccccc12)c1cccc(Cl)c1,-8
CCCc1cc(=O)[nH]c(/N=C(/NC(=O)c2ccccc2)Nc2ccc3c(c2)OCCO3)n1,-2
COc1ccccc1N1CCN(S(=O)(=O)CCNC(=O)COc2ccccc2)CC1,-3
OCC1OC(n2cnc3c(=S)nc[nH]c32)CC1O (configuration not stated),-8
Clc1cccc2sc(N3CCOCC3)nc12,10

Two entries drawn at random from the list so far, as already listed:
structure,RXFP1 antagonist
CCCc1cc(=O)[nH]c(/N=C(/NC(=O)c2ccccc2)Nc2ccc3c(c2)OCCO3)n1,-2
Cc1ccc(S(=O)(=O)N2CCC(C(=O)OCC(=O)N3C(C)CCCC3C)CC2)cc1C (configuration not stated),-2

The results go on.
structure,RXFP1 antagonist
C[C@H](CO)N1C[C@H](C)[C@H](CN(C)C(=O)Cc2cccnc2)Oc2ncc(Br)cc2C1=O,2
O=C(Nc1ccc(-c2nnc(-c3ccccc3)o2)cc1)c1ccc(Br)o1,-1
CC(C)CCCCCCCCCCCCC(=O)NCC(=O)NC1C(O)C(O)C(Nc2ncnc3nc[nH]c23)OC1C(O)CO (configuration not stated),-19
Cc1cc(NC(=O)c2cc(S(=O)(=O)N3CCCCC3)ccc2C)no1,-5
CCOc1nc(-c2ccccc2)ncc1Oc1ccccc1,-30
Nc1nc(-c2ccccc2)ns1,-1
COc1ccc(C(=O)COC(=O)CNC(=O)c2ccc(C)s2)c(OC)c1,6
CC(C)=CCc1c(-c2ccc(O)cc2O)oc2c3c(cc(O)c2c1=O)OC(C)(C)C=C3,7
COc1cc(C(=O)CCc2ccc3c(c2)OCO3)cc(OC)c1OC,-6
C[C@@H]1CN([C@H](C)CO)S(=O)(=O)c2ccc(C#Cc3ccccc3F)cc2O[C@@H]1CN(C)C(=O)Cc1ccccc1,11
N#CCCN(C(=S)NC(=O)C1CCCCC1)c1ccccc1F,-8
Cn1nnnc1NN=Cc1ccccc1,5
COc1ccccc1C(=O)COC(=O)C1(C)CC1(Cl)Cl (configuration not stated),-5
C[C@H]1CN([C@@H](C)CO)C(=O)CCCn2nncc2CO[C@@H]1CN(C)Cc1ccc(C(=O)O)cc1,3
Cc1ccc(NC(=O)C2=CN3CCS(=O)(=O)N=C3C=C2)cc1,-3
CN(CC(=O)Nc1ccccc1Cl)C(=O)c1cc2c(s1)CCCCC2,-20

Single entries from the entries so far:
Value for `COc1cc(C(=O)CCc2ccc3c(c2)OCO3)cc(OC)c1OC` in RXFP1 antagonist: -6
Value for `C[C@@H]1CN([C@H](C)CO)S(=O)(=O)c2ccc(C#Cc3ccccc3F)cc2O[C@@H]1CN(C)C(=O)Cc1ccccc1` in RXFP1 antagonist: 11
Value for `C[C@H]1CN([C@@H](C)CO)C(=O)CCCn2nncc2CO[C@@H]1CN(C)Cc1ccc(C(=O)O)cc1` in RXFP1 antagonist: 3
Value for `Cc1ccc(NC(=O)C2=CN3CCS(=O)(=O)N=C3C=C2)cc1` in RXFP1 antagonist: -3
Value for `CN(CC(=O)Nc1ccccc1Cl)C(=O)c1cc2c(s1)CCCCC2` in RXFP1 antagonist: -20

The list continues:
structure,RXFP1 antagonist
O=C1NC(=O)C2(CCCC2C(=O)O)N1 (configuration not stated),-1
O=C(COC(=O)[C@H](Cc1ccccc1)NC(=O)c1ccco1)Nc1ccccc1,13
NS(=O)(=O)c1ccc(N2CCOCC2)c(C(=O)NCc2cccs2)c1,4
O=C1C=CC(O)C2(CO)OC12 (configuration not stated),14
CC(C)c1ccc(C(C(C(=O)c2ccccc2)N2CCOCC2)N2CCOCC2)cc1 (configuration not stated),-11
Cc1cccc(-c2nnc(C(C)Nc3cccc(C(=O)NC4CC4)c3)o2)c1 (configuration not stated),1
COc1ccc(C(=O)NNC(=O)Cn2nc(C)cc2C)cc1S(=O)(=O)N1CCOCC1,14
CCc1ccc(CNCCNC(=O)c2ccco2)cc1,-13
O=C(Nc1ccc(S(=O)(=O)N2CCOCC2)cc1)c1ccc(Cl)c([N+](=O)[O-])c1,-13
Nc1c(OS(=O)(=O)c2ccccc2)cccc1OS(=O)(=O)c1ccccc1,4
O=C1NC(=S)SC1=Cc1cccs1,-23
O=C(COC(=O)c1ccc(O)cc1)Nc1ccc2c(c1)OCO2,-8
Cc1ccc(OC(C)C(=O)Nc2ncc(Cl)cc2Cl)c([N+](=O)[O-])n1 (configuration not stated),-9
COc1ccc(S(=O)(=O)Nc2ccc3c(c2)C(=O)N([C@H](C)CO)C[C@H](C)[C@@H](CN(C)C(=O)Nc2ccc(C(F)(F)F)cc2)OCCCC[C@H](C)O3)cc1,-3
COCCn1c(SCC(=O)Nc2cccnc2Cl)nc2ccccc21,4
Cc1ccc(S(=O)(=O)Nc2ccc3ncccc3c2[N+](=O)[O-])cc1,6
COc1ccc(S(=O)(=O)N(C)C[C@@H]2OCc3cnnn3CCCC(=O)N([C@@H](C)CO)C[C@H]2C)cc1,0
CNC[C@@H]1OCc2ccccc2-c2c(n(C)c3ccccc23)C(=O)N([C@H](C)CO)C[C@H]1C,5
Cc1c(C(=O)N2CCC2)oc2c(F)cccc12,-9
COc1cc(Br)cc(C(c2c(C)n(C)n(-c3ccccc3)c2=O)c2c(C)n(C)n(-c3ccccc3)c2=O)c1O,4
O=C(/C=C/Nc1cccc([N+](=O)[O-])c1)c1ccco1,5
Cc1ccc(OCC(=O)NNC(=O)c2cc(S(=O)(=O)N(C)C)ccc2N2CCCC2)cc1,1
O=C(NCCCN1CCCC1=O)c1ccccc1OCc1ccc(Cl)cc1Cl,-8
Cc1[nH]cnc1CN1CCc2c(c3ccccc3n2C)C1=O,-9
CCOC(=O)c1c(NC(=O)CN2CCN(c3cccc(Cl)c3)CC2)sc(C)c1C,8
COCCN(C(=O)Cc1csc(-c2cccc(Cl)c2)n1)c1c(N)n(Cc2ccccc2)c(=O)[nH]c1=O,-1
CCC(C)(Oc1ccc(C2(c3ccc(OC(C)(CC)C(=O)O)cc3)CCCCC2)cc1)C(=O)O (configuration not stated),12
COCCN(C(=O)COC(=O)C(C)(C)Oc1ccc(Cl)cc1)c1c(N)n(Cc2ccccc2)c(=O)[nH]c1=O,3
CCOc1ccc(C(=O)NCC(=O)NNC(=O)c2cc(C)oc2C)cc1OCC,-2
CC1=CC(=O)Nc2ncccc2O1,-5
COc1ccc(CNC(=O)COC(=O)C2=Cc3ccccc3OC2)cc1,-13
CN(C(=O)COC(=O)c1ccc2ccccc2n1)C1CCCCC1,-17
C[C@H]1NCc2cc(-c3ccc4c(=O)c(C(=O)O)cn(C5CC5)c4c3OC(F)F)ccc21,9
CN(C)CCN(C(=O)C1=COCCO1)c1nc2ccc(F)cc2s1,-9
Cc1ccc(C(=O)NNC(=O)CSc2nnc3ccccn23)cc1,5
C#CCN(C[C@H]1[C@H](OC(=O)NCc2ccccc2F)[C@H](OC(=O)NCc2ccccc2F)C[C@H]2C(=O)N(c3ccccc3)C(=O)[C@@H]12)S(=O)(=O)c1ccc(C)cc1,4
CN(c1ccccc1)S(=O)(=O)c1ccc(C(=O)N2CCN(c3ccccc3Cl)CC2)cc1,0
CS(=O)(=O)N(CC(=O)N1CCOCC1)c1cccc(Cl)c1,0
O=C(O)c1ccc(COc2ccc([N+](=O)[O-])cc2Cl)cc1,-6
CN(C(=O)CSc1nncc2ccccc12)c1ccccc1,-4
COc1cc(N)c2ncccc2c1OC,-1
Cc1cccc(-n2cnc3cc(C(=O)NCCN4CCOCC4)ccc32)c1,-8
CCOC(=O)c1c(C)[nH]c(C)c1C(=O)COC(=O)c1cccs1,2
O=C(CCCCn1ccc(=O)[nH]c1=O)Nc1ccc(C(=O)O)c(O)c1,4
O=C(CCNS(=O)(=O)c1ccccc1)NNC(=O)c1cccc(Cl)c1,0
Cc1cc(NC(=O)Cn2cnc3sc(C)c(C)c3c2=O)no1,-17
O=C(Nc1cc(S(=O)(=O)N2CCOCC2)ccc1N1CCOCC1)c1ccc([N+](=O)[O-])s1,-5
c1ccc2sc(N3CCCCC3)nc2c1,4
CC1=C(C(=O)N(C(C)C)C(C)C)CC(CC(=O)NCCCCc2ccccc2)C(=O)N1Cc1ccccc1 (configuration not stated),-10
O=C(c1cccc(S(=O)(=O)N2CCCc3ccccc32)c1)N1CCN(c2ccccc2)CC1,-4
Cc1nc(Nc2ccc(Cl)c(Cl)c2)sc1C(/C=C/c1ccc2c(c1)OCO2)=NNc1ccc([N+](=O)[O-])cc1[N+](=O)[O-],-3
C[C@H]1CN([C@@H](C)CO)S(=O)(=O)c2ccc(Br)cc2O[C@H]1CN(C)C(=O)Cc1ccccc1,-3
COc1ccc(Cl)cc1NC(=O)CN(C)C(=O)/C=C/c1ccco1,-5
Nn1c(SCC(=O)N2CCCC2)nnc1C1CCCCC1,1
O=C(COC(=O)/C=C/c1cccc(Cl)c1)Nc1ccc(N2CCOCC2)cc1,-2
CN(CCC#N)c1ccc(C=C(C#N)c2ccc(Br)cc2)cc1,2

The results go on:
structure,RXFP1 antagonist
COC(=O)C=C1CCC2C3CCC4=CC(=O)C(Br)CC4(C)C3C(=O)CC12C (configuration not stated),-16
O=C(NCc1cccc(C(F)(F)F)c1)N1CCN(C(=O)c2ccccc2)CC1,-3
O=C(O)COc1nn(Cc2ccccc2)c2ccccc12,-26
Cc1cc(SCC(=O)Nc2ccc3[nH]c(=O)[nH]c3c2)nc2ccccc12,-8
COc1ccc(CC(=O)NCc2nnc(SCC(=O)N3CCN(c4ccccc4)CC3)n2C)cc1,-15
O=C(NN=Cc1ccc(F)cc1)c1ccccc1NS(=O)(=O)c1cccs1,1
CCOC(=O)c1c2c(n(-c3ccc(OC)cc3)c1C)C(=O)C(=O)c1ccccc1-2,-10
Cc1ccc(Cl)c(OCC(=O)OCC(=O)c2ccc[nH]2)c1,-3
Cc1noc(C)c1NC(=O)N(C)C[C@H]1OCCCC[C@@H](C)Oc2ccc(NC(=O)Nc3ccc(F)cc3)cc2C(=O)N([C@@H](C)CO)C[C@H]1C,-4
Cc1ccc(S(=O)(=O)N2CCN(C(=O)COC(=O)COc3ccc(Br)cc3)CC2)c(C)c1,7
Cn1c(OCc2ccc3c(c2)OCO3)nc2c1c(=O)n(Cc1cccc(Cl)c1)c(=O)n2C,-1
c1ccc(COc2ncnc3c2ncn3CCCNCC(c2ccccc2)c2ccccc2)cc1,-21
CCCc1cc(=O)[nH]c(SCC(=O)NCCN2C(=O)CSC2=O)n1,4
Cc1ccc(NC(=O)CN2C(=O)NC(C)(c3ccc4c(c3)OCO4)C2=O)cc1 (configuration not stated),-19
Cc1ccc(C(=O)OCC(=O)N(Cc2ccccc2)C(C)C)cc1C,-2
CCOc1ccccc1NC(=O)COC(=O)C1COc2ccccc2O1 (configuration not stated),2
CN(C=O)c1cc([N+](=O)[O-])ccc1OCc1ccccc1,-10
CCOP(=O)(Nc1cccc2oc(=O)c3ccccc3c12)OCC,0
Cc1cc(-n2c(C)cc(C(=O)CSc3ccccn3)c2C)no1,?
O=C(Nc1cccc2ccccc12)ON=C1CCCCC1,10
COc1cccc(CC(=O)Nc2ccc(S(=O)(=O)Nc3nccs3)cc2)c1,1
O=C(COC(=O)c1ccc(O)cc1O)NC(=O)Cc1ccccc1,-17
CC(=O)N(C)c1cc([N+](=O)[O-])ccc1OCc1ccccc1,-2
CCOc1ccc2nc(SCC(=O)N(CC(C)C)c3c(N)n(CC(C)C)c(=O)[nH]c3=O)[nH]c2c1,1
COc1ccc(/C=C/C(=O)N2CCN(S(=O)(=O)c3ccccc3Br)CC2)cc1OC,2
CN(C)C(=O)c1ccc(-c2nnc(OCc3nc4ccccc4n3C)c3ccccc23)cc1,20
Brc1ccc(COc2cccc3cccnc23)cc1,1
COc1ccc([N+](=O)[O-])cc1NCc1c(F)cccc1F,-13
O=C(OCC(=O)N1CCC(Cc2ccccc2)CC1)c1cncc(Br)c1,-12
C[C@@H]1CCCCO[C@H](CN(C)C(=O)Nc2cccc3ccccc23)[C@@H](C)CN([C@H](C)CO)C(=O)c2cc(N(C)C)ccc2O1,-9
